Bioassay records (PubChem BioAssay)
RAD54 branch = inhibitors of human RAD54 branch migration, primary screen, biochemical, fluorescence, single point; 0.14% of 360,000 active; DNA repair and recombination protein RAD54-like (Homo sapiens), Q92698; RAD54 Holliday junction branch migration, FAM/BHQ fluorescence; inhibition, % at 10.4 µM; AID 602329, 2012;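 active = mean normalized replicate activity at least 40 and at least half of replicates scoring 40 or more; inconclusive = only one of the two criteria met; inactive = mean below 40 and under half of replicates reaching 40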;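 also: 0% = median of neutral control wells and 100% = median of positive control wells; inhibitors cause a drop in the FAM fluorescence signal; in these data hits start at about 50%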
Target sequence (Q92698 whole entry, looked up): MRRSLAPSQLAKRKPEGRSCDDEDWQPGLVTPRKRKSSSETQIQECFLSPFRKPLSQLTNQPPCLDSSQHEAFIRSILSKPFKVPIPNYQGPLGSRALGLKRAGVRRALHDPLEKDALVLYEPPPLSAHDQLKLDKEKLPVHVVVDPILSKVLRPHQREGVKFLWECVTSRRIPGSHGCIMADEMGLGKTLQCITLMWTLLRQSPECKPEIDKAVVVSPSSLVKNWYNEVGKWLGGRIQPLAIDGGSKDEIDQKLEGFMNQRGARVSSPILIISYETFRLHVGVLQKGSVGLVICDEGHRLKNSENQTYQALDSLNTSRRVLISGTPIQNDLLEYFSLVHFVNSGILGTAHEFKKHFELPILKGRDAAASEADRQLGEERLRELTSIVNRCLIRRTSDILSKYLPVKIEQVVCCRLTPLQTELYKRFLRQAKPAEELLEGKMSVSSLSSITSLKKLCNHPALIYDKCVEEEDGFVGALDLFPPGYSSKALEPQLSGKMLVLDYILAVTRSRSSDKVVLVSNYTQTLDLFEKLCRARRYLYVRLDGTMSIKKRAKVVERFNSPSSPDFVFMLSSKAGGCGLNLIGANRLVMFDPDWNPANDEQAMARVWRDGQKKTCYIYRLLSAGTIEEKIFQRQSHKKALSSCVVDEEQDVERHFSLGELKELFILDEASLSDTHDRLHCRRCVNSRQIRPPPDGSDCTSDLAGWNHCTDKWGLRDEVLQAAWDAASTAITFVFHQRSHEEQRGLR
esBAF inh = Bmi1 luciferase reporter increase in mESCs, primary screen, esBAF inhibitor project, mouse ES cells, Bmi1 luciferase knock-in, single point; reporter increase, % at 12.5 µM; AID 602393, 2012; 2% of 350,000 active; 24 h; 100% = twice the neutral-well signal; in the data active = activation above about 40%; inconclusive = no clear call, values can overlap the other calls;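 also: 0% = median of the plate's neutral control wells and 100% = double that signal; a rise in the Bmi1 reporter signal indicates esBAF inhibition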
* hit, by the source's call; ? = inconclusive.

entry | Compound | RAD54 branch | esBAF inh
1 | COc1ccc(OCC(=O)Nc2cccc3cccnc23)cc1 | -10 | 11
2 | O=C(CSCc1ccco1)N1CCc2ccccc21 | -7 | 30
3 | O=c1[nH]c(CN2CCN(c3ccccc3O)CC2)nc2ccccc12 | -1 | -5
4 | O=C(c1cc2ccccc2oc1=O)N(Cc1ccccc1)C1CCS(=O)(=O)C1 (centres undefined) | -6 | ?
5 | CC(=O)C1=C(C)NC(C)=C(C(C)=O)C1c1cn(-c2ccccc2)nc1-c1cccs1 | -4 | 1
6 | Cc1ccccc1Nc1nnc(C)c(=O)[nH]1 | -3 | -1
7 | Cc1cc(C)nc(N(C#N)Cc2cccc3ccccc23)n1 | 4 | -3
8 | CC(=O)Nc1ccc(S(=O)(=O)NCCc2csc(C)n2)cc1 | 2 | 2
9 | Cc1cc(S(=O)(=O)N2CCCC2C(=O)N2CCOCC2)c(C)cc1Cl (centres undefined) | -5 | 0
10 | CC(=O)Nc1ccc(S(=O)(=O)Nc2nc3ccccc3nc2Sc2nncn2C)cc1 | -14 | 44*
11 | COc1ccccc1NC(=O)CN1CCN(Cc2ccccc2)CC1 | -3 | 1
12 | Cc1ccc(CN(C(=O)c2cc3ccccc3oc2=O)C2CCS(=O)(=O)C2)cc1 (centres undefined) | 8 | 36
13 | CCOc1ccc(NC(=O)CS(=O)CC(=O)NC2CCCc3ccccc32)cc1 (centres undefined) | -2 | 5
14 | COc1ccc(C(c2nnnn2C2CCCCC2)N2CCN(c3ccccc3F)CC2)cc1 (centres undefined) | -13 | -5
15 | CCCCC(=O)NC(Nc1ccc(C)cn1)(C(=O)OCC)C(F)(F)F (centres undefined) | 1 | -4
16 | O=C(Cn1nnc(-c2ccccc2F)n1)Nc1ccc(C(=O)N2CCOCC2)cc1 | 4 | -3
17 | CCOC(=O)c1ccc(NC(=O)COc2ccc(S(=O)(=O)NC(C)CC)cc2)cc1 (centres undefined) | -4 | 29
18 | COc1ccccc1/C=N/NC(=O)c1nnn(-c2nonc2N)c1-c1cccs1 | -3 | -7
19 | COc1ccccc1NC(=S)NNC(=O)c1nn(C)c(C)c1Cl | -4 | 22
20 | CCOC(=O)CN1C(=O)C2(OCCCO2)c2ccccc21 | -6 | -1

Three compounds from above, ordered by the number in esBAF inh, rising.
item | SMILES | esBAF inh
18 | COc1ccccc1/C=N/NC(=O)c1nnn(-c2nonc2N)c1-c1cccs1 | -7
11 | COc1ccccc1NC(=O)CN1CCN(Cc2ccccc2)CC1 | 1
19 | COc1ccccc1NC(=S)NNC(=O)c1nn(C)c(C)c1Cl | 22

(list continues)
entry | Compound | RAD54 branch | esBAF inh
21 | N=c1c(C(=O)NCc2ccco2)cc2c(=O)n3ccccc3nc2n1Cc1ccc(Cl)cc1 | 16 | -11
22 | CCCN(CCC)CCCNC(=O)CS(=O)Cc1nc(-c2ccc(OC)c(OC)c2)oc1C (centres undefined) | -9 | 3
23 | CN(C)S(=O)(=O)c1cccc(-c2nnc(SCc3cc(Cl)cc4c3OCOC4)n2N)c1 | -15 | -4
24 | CCSC(C)CC1C/C(=N/O)c2c(C)noc2C1 (centres undefined) | 7 | -2
25 | Cc1cc(C)c2c(N)c(S(=O)(=O)Cc3ccccc3)sc2n1 | -1 | 23
26 | CN1CCN(CCNC(=O)Nc2ccccc2C(F)(F)F)CC1 | -2 | -8
27 | Cn1nc(-c2ccccc2)c2nc3ccccc3nc21 | -50 | 4
28 | O=c1c(O)c(-c2ccc3c(c2)OCO3)oc2ccccc12 | 4 | 55*
29 | O=C(O)CCCCCCNS(=O)(=O)c1ccccc1 | 10 | 4
30 | Cc1ccc(C(=O)CSc2nc3ccccc3c(=O)[nH]2)cc1 | -1 | 11
31 | CCOC(=O)c1cn2nc(-c3ccc(OCC)cc3)cc2nc1C1CCN(C(=O)OC(C)(C)C)CC1 | -4 | -2
32 | Nc1c(C(=O)NC2CCCC2)c2nc3ccccc3nc2n1N | -1 | 8
33 | CCC(C)N(C(=O)COC(=O)c1[nH]c(C)c(C(C)=O)c1C)C1CCS(=O)(=O)C1 (centres undefined) | 8 | -1
34 | CC(=O)N1c2c(cc(Br)cc2S(=O)(=O)N2CCOCC2)CC1C (centres undefined) | 1 | -2
35 | N#Cc1ccc(-c2ccc(Cl)cc2)nc1Oc1ccc(F)cc1 | -8 | -8
36 | COC(=O)Cn1nc(-c2ccccc2)c2cc(Cl)ccc21 | 3 | -2
37 | CCOc1ncccc1C(=O)OCC(=O)c1ccc[nH]1 | 1 | -7
38 | COc1cccc(CN2CCCC(C(=O)N3CCCCC3)C2)c1OC (centres undefined) | 1 | -4
39 | Cc1ccc(-n2c(=O)[nH]c3cc(C(=O)NC4CCN(Cc5ccccc5)CC4)ccc3c2=O)cc1 | 12 | 1
40 | O=C(CCN1C(=O)C2CC=CCC2C1=O)N1CCN(c2ccccn2)CC1 (centres undefined) | -17 | -3
41 | O=C(N/N=C1\CCCc2ccccc21)c1ccccc1[N+](=O)[O-] | 1 | 13
42 | CCn1c(SCC(=O)c2ccc(C)cc2)nnc1-c1ccoc1C | 2 | 88*
43 | NC(=O)CN1C(=O)C2C3c4ccccc4C(c4ccccc43)C2C1=O (centres undefined) | -1 | 3
44 | CC1=CC(C)(C)Nc2ccc(OC(=O)C(Cc3ccccc3)N3C(=O)c4ccccc4C3=O)cc21 (centres undefined) | 1 | -54
45 | CCCn1c(CCC(=O)O)ccc1-c1ccc(OC)cc1 | 0 | -2
46 | O=C(N/N=C/c1ccc(O)c(O)c1)C1c2ccccc2Oc2ccccc21 | 25 | 5
47 | CCN(CC)c1ccc(C2C(C(=O)OC)=C(C)NC(C)=C2C(=O)OC)cc1 | -6 | 6
48 | CC(OC(=O)c1snc(C(=O)NC2CCCCC2)c1N)C(=O)NC(C)(C)C (centres undefined) | -14 | 0
49 | CC1CCCN(CCC(=O)Nc2ccc(Br)cc2)C1 (centres undefined) | -1 | -5
50 | CCOC(=O)c1cccc(NC(=O)CNS(=O)(=O)c2cccs2)c1 | -16 | 8
51 | Cn1c(=O)oc2cc(S(=O)(=O)NCCC(=O)N3CCc4ccccc43)ccc21 | -6 | -16
52 | CCC(C)NC(=O)CSc1nnc(-c2ccc(C(C)(C)C)cc2)n1C (centres undefined) | -9 | 4
53 | COc1ccc(-c2nnc(CSc3nnc(-c4ccncc4)n3C3CCCCC3)o2)cc1OC | -16 | 2
54 | CCCOC(=O)CCNc1n[nH]c(=O)[nH]c1=O | -1 | -9
55 | COc1ccc(-n2nc3ccccc3n2)cc1 | 3 | 27
56 | Cc1cc(NC(=O)CN2CCC(O)(c3cccc(F)c3)CC2)no1 | -2 | -3
57 | Cc1ccc(C)c(N(C)S(=O)(=O)c2cccc3nsnc23)c1 | -1 | 8
58 | COc1ccc(C)cc1NC(=O)C1CCCN1C(=O)OCc1ccccc1 (centres undefined) | -1 | -2
59 | CCOC(=O)N1CCN(C(=O)CN(C2CCCCC2)S(=O)(=O)c2c(C)cc(C)cc2C)CC1 | -5 | 12
60 | CCOC(=O)C1=C(C)S/C(=C\N(C)C)C1=O | -3 | -6
61 | O=S(=O)(Cc1ccccc1)NCC1CCCO1 (centres undefined) | 1 | -3
62 | CCN(CC)C(=O)Cn1nc(C)c2ccccc2c1=O | -3 | 1
63 | Cn1c(=O)cc(SCC(=O)NCCCN2CCN(c3ccccc3F)CC2)c2ccccc21 | 7 | -8
64 | O=C(OC1CCOC1=O)c1ccc(S(=O)(=O)N2CCCCCC2)cc1 (centres undefined) | 5 | -8
65 | Cc1cc(=O)oc2cc(OCC3CC(c4ccccc4Cl)=NO3)ccc12 (centres undefined) | -6 | 18
66 | COc1cccc(/C=N/n2c(C)nc3ccccc3c2=O)c1O | -3 | 27
67 | CCOC(=O)C1CCN(C(=O)c2sc3nc(-c4ccccc4)cn3c2C)CC1 | -4 | 13
68 | Clc1ccc2nc(C3CCN(Cc4nnnn4C4CCCCC4)CC3)[nH]c2c1 | 2 | 5
69 | COc1ccc(NC(=O)c2ccccc2SC)cc1OC | -11 | -4
70 | O=C(NCCCN1CCOCC1)c1cc2ccccc2oc1=O | 7 | 7
71 | CC(C)(NO)/C(=N/O)c1ccc(Br)cc1 | 12 | 0
72 | O=C(NC(=S)N(Cc1ccccc1)Cc1ccccc1)c1ccccc1F | -6 | -7
73 | CN1C(=O)C(O)(CC(=O)c2ccc3c(c2)OCO3)c2ccccc21 (centres undefined) | 2 | -6
74 | CCOC(=O)c1ccc(NC(=O)CC2NCCNC2=O)cc1 (centres undefined) | -3 | 2
75 | CCc1cc(C(c2ccccc2OC)N2CCOCC2)c(NC(=O)c2ccccc2)s1 (centres undefined) | 6 | -3
76 | CC(C)c1nc(N2CCOCC2)c(C#N)c2c1CCCC2 | 4 | 2
77 | CC(Nc1nc(N2CCCCC2)nc2ccccc12)c1ccccc1 (centres undefined) | -4 | -7
78 | O=C(CNCCC1=CCCCC1)Nc1ccc(N2CCCCCC2)cc1 | 10 | -3
79 | COC(=O)c1ccccc1NC(=O)CN1CCN(C23CC4CC(CC(C4)C2)C3)CC1 | 8 | 1
80 | CCOC(=O)c1oc2c(C)c(O)ccc2c(=O)c1-c1nncn1-c1ccccc1 | -5 | -3

As entered above.
RAD54 branch with cpd 78 reads 10
esBAF inh with cpd 69 reads -4
esBAF inh with cpd 63 reads -8
esBAF inh with cpd 75 reads -3
RAD54 branch with cpd 77 reads -4

(more compounds)
entry | Compound | RAD54 branch | esBAF inh
81 | N#CC1=C(SCc2ccccc2)NC(=O)CC1c1ccccc1 (centres undefined) | 0 | 6
82 | CCCCCOc1ccccc1C(=O)NCCCC(=O)O | 0 | 7
83 | O=c1nc2ccccc2c2n1CC(CN1CCN(c3cccc(Cl)c3)CC1)N2 (centres undefined) | 3 | -7
84 | CC(C)Nc1nc(NC(C)C)nc(Oc2ccc(/C=N/O)cc2)n1 | -3 | 5
85 | CC(C)(C)NC(=O)C[C@H]1C[C@H](C(=O)N2CCOCC2)[C@@]2(CCC3CCCC3)c3[nH]c4ccc(Cl)cc4c3CCN2C1=O | 6 | 5
86 | O=C(NCc1ccc2c(c1)OCO2)c1cccs1 | 9 | 8
87 | CCc1ccccc1N(CC)C(=O)c1cn(CC)c(=O)c2cc(OC)c(OC)cc12 | 7 | -6
88 | CCCCNC(=O)n1c(=O)oc2ccc(Cl)cc21 | 4 | -3
89 | Cc1ccc(S(=O)(=O)NCC(=O)N(CC(=O)NCc2ccccc2)CC2CCCO2)cc1 (centres undefined) | 4 | -4
90 | Cn1c(=O)c2c(ncn2CC(O)CNc2ccc(Br)cc2)n(C)c1=O (centres undefined) | -12 | 20
91 | CCn1cc(C(=O)N2CCN(C(=O)c3ccco3)CC2)c2cc(OC)c(OC)cc2c1=O | 5 | 5
92 | C=CCc1ccccc1OCC(O)CN(C(C)C)C(C)C (centres undefined) | -9 | -7
93 | CC1(C)Cc2c(C#N)c(NCCN3CCOCC3)nc(-c3ccco3)c2CO1 | 9 | 11
94 | CS(=O)(=O)N1CCN(CC2CC3C=CC2C3)CC1 (centres undefined) | -2 | -5
95 | Cc1ccc(Nc2nc(N)nc(CN3CCN(c4ccccc4F)CC3)n2)cc1 | 4 | 1
96 | CCC(=O)N1CCN(C(=O)CC)C1c1ccccc1 | -9 | 1
97 | Cc1cc(C)n2cc(CSC3=NCCS3)nc2n1 | 2 | -10
98 | O=C(Nc1ccccc1N1CCN(c2ccccc2)CC1)c1cccc(F)c1 | 4 | -6
99 | CCC(C)[C@H](NC(=O)Nc1cccc(OC)c1)C(=O)OC (some centres undefined) | 1 | -3
100 | COc1cc(Cl)c(C)cc1NC(=O)CSC | -5 | -7

Part of the list above in another layout:
93: CC1(C)Cc2c(C#N)c(NCCN3CCOCC3)nc(-c3ccco3)c2CO1
94: CS(=O)(=O)N1CCN(CC2CC3C=CC2C3)CC1 (centres undefined)
95: Cc1ccc(Nc2nc(N)nc(CN3CCN(c4ccccc4F)CC3)n2)cc1
96: CCC(=O)N1CCN(C(=O)CC)C1c1ccccc1
97: Cc1cc(C)n2cc(CSC3=NCCS3)nc2n1
98: O=C(Nc1ccccc1N1CCN(c2ccccc2)CC1)c1cccc(F)c1
compound no. | 93 | 94 | 95 | 96 | 97 | 98
RAD54 branch | 9 | -2 | 4 | -9 | 2 | 4
esBAF inh | 11 | -5 | 1 | 1 | -10 | -6

Further compounds follow:
entry | Compound | RAD54 branch | esBAF inh
101 | CCCS(=O)(=O)c1c(S(=O)(=O)CCC)c2c(C)cccn2c1C(=O)OC | 4 | 1
102 | COc1ccccc1OCc1ccc(C(=O)Nc2ccncc2)o1 | 0 | 7
103 | CCn1c(SCC(=O)Nc2cc(NC(C)=O)ccc2OC)nnc1-c1ccccn1 | 13 | 1
104 | C=CCOc1c(CNc2ccc(S(N)(=O)=O)cc2)cccc1OC | -8 | 0
105 | O=C(NCC(c1cccnc1)N1CCN(c2ccc(F)cc2)CC1)c1ccc(F)cc1 (centres undefined) | 5 | 6
106 | Cc1ccc(C(=O)N/C(=C/c2cccs2)C(=O)N2CCCCCC2)cc1 | 0 | 13
107 | O=C(CN1CCOCC1)Nc1c2c(nc3c1CCC3)CCC2 | 1 | -2
108 | O=S(=O)(Cc1ccccc1)N1CCCC1 | -4 | 0
109 | CCC(=O)N1CCN(c2ccc(NC(=O)c3cc4ccccc4o3)cc2Cl)CC1 | -4 | -2
110 | COC(=O)c1ccccc1OCCOc1ccccc1C(=O)OC | -10 | -7
111 | CCOC(=O)CSc1nc2cc(C(=O)NCC3CCCO3)ccc2c(=O)n1Cc1ccco1 (centres undefined) | 12 | -1
112 | CC(=O)Nc1c(C(=O)N2CCOCC2)cnn1-c1ccc(C)c(C)c1 | -3 | -13
113 | CC(=O)N(CC1CCCO1)C1(C(=O)NC2CCCC2)CCCCC1 (centres undefined) | -5 | -5

Values in list order from the entries so far.
RAD54 branch for nos. 96 to 103: -9, 2, 4, 1, -5, 4, 0, 13

A portion of the library. The share of hits here may be higher or lower than overall.
